MITF primary: MITF inhibitors, primary screen, biochemical, AlphaScreen, human. Microphthalmia-associated transcription factor (Homo sapiens), O75030. AlphaScreen MITF homodimerization, bead proximity signal. inhibition, % at 2.6 µM. 650,000 compounds, 0.91% hits. AID 1259374, 2018; in the data active = inhibition above about 50%;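 also: 0% = vehicle wells with protein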
TEAD-YAP inh: TEAD-YAP interaction inhibition, primary screen, TEAD-YAP interaction inhibitor project, luminescence, HEK-TIYL cells | TEAD-Gal4/YAP UAS-luciferase luminescence | inhibition, % at 9.12 µM | 640,000 compounds, 1.4% hits; in the data active = inhibition above about 32%;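 also: 0% = median of test compound wells and 100% = reference inhibitor wells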
FBW7 act: FBW7 E3 ligase activators, primary screen, biochemical, AlphaScreen, human. F-box/WD repeat-containing protein 7 (Homo sapiens), Q969H0. AlphaScreen FBW7–phospho-cyclin E peptide binding, activator screen. normalized activity (activation), % at 26.1 µM. 650,000 compounds, 0.13% hits; in the data active = normalized activity above about 1.9%;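 also: purified mutant Fbw7 with reduced substrate affinity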
Target sequence (Q969H0 whole entry, looked up): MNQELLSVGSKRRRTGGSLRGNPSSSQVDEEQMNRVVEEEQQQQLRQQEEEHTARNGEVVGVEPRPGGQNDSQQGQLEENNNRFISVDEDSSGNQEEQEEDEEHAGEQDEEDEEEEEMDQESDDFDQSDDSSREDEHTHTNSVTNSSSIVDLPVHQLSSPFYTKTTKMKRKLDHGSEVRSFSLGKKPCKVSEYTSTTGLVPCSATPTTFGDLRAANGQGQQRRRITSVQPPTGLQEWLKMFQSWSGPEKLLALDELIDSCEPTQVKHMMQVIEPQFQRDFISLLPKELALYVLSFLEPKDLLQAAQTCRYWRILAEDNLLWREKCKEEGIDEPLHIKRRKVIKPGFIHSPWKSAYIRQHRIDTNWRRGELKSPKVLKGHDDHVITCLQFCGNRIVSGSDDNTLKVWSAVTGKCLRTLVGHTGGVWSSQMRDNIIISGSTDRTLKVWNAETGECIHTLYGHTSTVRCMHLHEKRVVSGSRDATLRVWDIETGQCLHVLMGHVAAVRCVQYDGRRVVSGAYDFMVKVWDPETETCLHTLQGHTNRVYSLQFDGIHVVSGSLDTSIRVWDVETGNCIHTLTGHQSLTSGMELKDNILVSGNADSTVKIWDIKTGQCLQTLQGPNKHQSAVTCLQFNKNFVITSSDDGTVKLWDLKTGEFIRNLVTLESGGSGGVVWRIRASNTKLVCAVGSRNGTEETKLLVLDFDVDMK
GPR151 ag: activators of human GPR151, primary screen, cell-based, PathHunter beta-arrestin, luminescence | activation, % at 11.2 µM | G-protein coupled receptor 151 (Homo sapiens), Q8TDV0 | 650,000 compounds, 1% hits | PathHunter beta-arrestin GPR151 cells; in the data active = activation above about 4.9%;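 also: 0% = median of compound wells and 100% = cells with positive control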
Target sequence (Q8TDV0 whole entry, looked up): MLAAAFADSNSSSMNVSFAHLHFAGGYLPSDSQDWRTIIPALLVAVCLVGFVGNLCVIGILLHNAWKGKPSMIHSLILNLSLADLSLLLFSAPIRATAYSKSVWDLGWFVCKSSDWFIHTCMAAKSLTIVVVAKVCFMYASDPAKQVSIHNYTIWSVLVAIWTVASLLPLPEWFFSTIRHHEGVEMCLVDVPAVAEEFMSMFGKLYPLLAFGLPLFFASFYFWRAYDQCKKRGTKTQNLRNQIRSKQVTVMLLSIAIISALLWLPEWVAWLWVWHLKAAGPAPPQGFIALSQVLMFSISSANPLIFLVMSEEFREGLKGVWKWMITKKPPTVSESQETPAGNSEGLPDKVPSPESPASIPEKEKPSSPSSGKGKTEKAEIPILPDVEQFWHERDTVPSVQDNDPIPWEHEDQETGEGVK
Numbers without * were called inactive; . = not tested or not shown.

molecule | MITF primary | TEAD-YAP inh | FBW7 act | GPR151 ag
Clc1ccc2c(c1)N=C(N1CCNCC1)c1ccccc1N2 | 10 | . | -0.1 | 0.6
CN(C)CCCNc1ccc(S(N)(=O)=O)cc1[N+](=O)[O-] | 8 | 2 | 0.7 | 5.7*
Cc1cc(C(=O)N/N=C/c2cccnc2)n[nH]1 | -4 | -17 | -0.1 | 1.8
Cc1ccc(NC(=O)C2C3C=CC4(O3)C2C(=O)N(Cc2ccc(F)cc2)C4C(=O)NC2CCCCC2)cc1 (stereo unspecified) | -13 | 4 | -0.2 | -0.6
O=C(c1ccccc1)N1CCN(C(=O)c2nn3c(C(F)(F)F)cc(-c4ccco4)nc3c2Br)CC1 | -2 | -8 | 0.0 | -0.4
O=S(=O)(NCC1CCCN(C2CCC2)C1)c1cccc2cccnc12 (stereo unspecified) | 3 | -9 | -0.1 | -0.3
O=C(CCCn1c(SCc2cc(=O)n3ccccc3n2)nc2ccccc2c1=O)NCC1CCCO1 (stereo unspecified) | -6 | -3 | -0.1 | 0.2
CCN1C(=O)c2ccccc2S(=O)(=O)c2ccc(C(=O)NCc3cccnc3)cc21 | 13 | 3 | 0.0 | 0.7
CSc1cccc(NC(=O)c2sc3nc4n(c(=O)c3c2C)CCCC4)c1 | 12 | -17 | -0.2 | -1.1
COc1ccc(OCC(=O)Nc2cc(C)c(I)cc2C)cc1 | -4 | 9 | -0.1 | 0.0
CCC(c1ccccc1)c1nnc(NC(=O)c2ccc(Cl)cc2Cl)s1 (stereo unspecified) | -4 | 11 | 0.2 | -0.3
O=C(NCC1COC2(CCCC2)O1)c1cc([N+](=O)[O-])ccc1Cl (stereo unspecified) | 21 | 10 | 0.9 | -2.0
N/C(CC(=O)Nc1ccc(F)cc1F)=N\OC(=O)c1cccs1 | 0 | 2 | 0.2 | -0.6
O=C(CSc1nnc(-c2cccc(Br)c2)o1)c1ccc(Cl)cc1 | -2 | 2 | -0.1 | -0.1
COc1ccc(CN2CCN(S(=O)(=O)c3ccc(F)cc3)CC2)cc1 | 6 | -9 | 0.2 | 0.8
O=C1CS(=O)(=O)C(c2cccc(Br)c2)N1c1ccc(F)cc1 (stereo unspecified) | -4 | 4 | -0.2 | -0.1
CC1CCCN(C(=O)C(C)(C)Oc2ccc(Cl)cc2)C1 (stereo unspecified) | 12 | 6 | 0.1 | -0.9
COC(=O)c1c(NC(=O)Cn2nc([N+](=O)[O-])cc2C)sc2c1CCCC2 | -4 | 2 | -0.5 | 1.9
CCCCn1c(CNC(=O)c2ccc(C)c(C)c2)nnc1SCC(=O)Nc1sc(C(=O)OCC)c(C)c1C(=O)OCC | -4 | -4 | 0.0 | -1.4
CCCCC(C(=O)OCC(=O)c1ccc(Br)cc1)N1C(=O)c2ccccc2C1=O (stereo unspecified) | -9 | 2 | 0.1 | 1.5
CC(=O)NC12CC3CC(C1)CC(n1ncc(Nc4ccc(F)cc4)c(Cl)c1=O)(C3)C2 | 1 | 13 | 0.0 | 0.9
CCOC(=O)c1cnc2c(OC)cccc2c1Nc1ccc(F)cc1 | 4 | 0 | -0.1 | 0.8
CCOC(=O)c1ccc2[nH]c(C)cc(=O)c2c1 | 16 | 6 | 0.1 | 0.0
COc1cccc(-c2cc(N)n(S(=O)(=O)c3ccccc3)n2)c1 | 4 | 7 | 0.0 | -0.4
CCOc1ccc(-n2c(=O)[nH]cc(C(=O)Nc3cccc(Br)c3)c2=O)cc1 | 9 | 5 | 0.2 | 0.3
O=C(NC1CCCCC1)c1ccc2c(=O)n(CCCN3CCCC3=O)c(=S)[nH]c2c1 | -16 | 3 | 0.1 | -1.1
CCc1c(C(=O)Nc2cnn(Cc3ccc(F)cc3)c2)csc1C | 2 | -12 | 0.2 | 1.1
CCC(C)NC(=O)c1ccc(CNC(=O)c2ccc(OC)c(OC)c2)cc1 (stereo unspecified) | 4 | -3 | 0.1 | -1.3
COc1cc(C2NC(=O)NC(C)=C2C(=O)OCC2CCCO2)ccc1OCc1ccccc1 (stereo unspecified) | 1 | -9 | -0.1 | -0.4
Cc1ccc(NC(=O)CSc2nc(C(F)(F)F)cc(C)c2C#N)c(C)c1 | 16 | 6 | 0.1 | -1.1
COc1ccc(Cl)cc1NC(=O)c1c(NCc2ccc(C)o2)sc2c1CCC(C)C2 (stereo unspecified) | 4 | 15 | 0.0 | 1.8
COc1ccccc1N1C(=O)NC(=O)/C(=C\c2cnc(-c3ccccc3)nc2)C1=O | 10 | -5 | 0.0 | 1.9
Cc1ccc2cc3c(cc2c1)C[N+](C)(C)C3 | 10 | 6 | 0.5 | -0.1
NC(=O)CSc1cn(CCNC(=O)c2ccccc2F)c2ccccc12 | 2 | 5 | -0.1 | 0.7
CCC(=O)Oc1ccc(-c2nc(-c3ccccc3)c3ccccn23)cc1 | 1 | -8 | -0.1 | -1.1
COc1ccc(C2=NN(C(=O)CSc3nnc(CNC(=O)c4cccs4)n3-c3ccc(F)cc3)C(c3ccc(OC)cc3)C2)cc1 (stereo unspecified) | -5 | -5 | 0.0 | 3.4

Whole records, looked up by structure. Screens in order: MITF primary | TEAD-YAP inh | FBW7 act | GPR151 ag
Cc1ccc(NC(=O)CSc2nc(C(F)(F)F)cc(C)c2C#N)c(C)c1 as listed: 16 | 6 | 0.1 | -1.1
CCc1c(C(=O)Nc2cnn(Cc3ccc(F)cc3)c2)csc1C as listed: 2 | -12 | 0.2 | 1.1
CCC(=O)Oc1ccc(-c2nc(-c3ccccc3)c3ccccn23)cc1 as listed: 1 | -8 | -0.1 | -1.1

(listing goes on)
molecule | MITF primary | TEAD-YAP inh | FBW7 act | GPR151 ag
O=C(c1ccccc1)c1cccc(-n2c(=O)c3ccccc3c3ccccc3c2=O)c1 | 10 | 2 | 0.0 | -0.8
O=C(c1ccccc1Cl)N(Cc1ccccn1)c1nc2c(F)cc(F)cc2s1 | -14 | -25 | -0.3 | 1.3
O=C(c1cccc(N2C(=O)c3ccccc3C2=O)c1)N1CCCCC1 | -10 | -3 | 0.0 | -0.5
O=C(C(c1ccccc1)c1ccccc1)N1CCN(Cc2ccncc2)CC1 | 62* | 4 | 0.1 | -0.7
O=C(Cc1ccc(F)cc1)NC1CCCCC1NC(=O)Cc1ccc(F)cc1 (stereo unspecified) | -3 | 1 | -0.2 | 1.0
NNC(=O)c1nnn(-c2nonc2N)c1CNc1ccccc1 | 14 | -2 | 0.1 | 2.7
COc1ccc(N2CCN(c3ncnc4sc(C(=O)NCCC5=CCCCC5)c(C)c34)CC2)cc1 | -4 | -5 | -0.1 | -1.8
CC(CNS(=O)(=O)c1ccccc1)OC(=O)Nc1cccc2ccccc12 (stereo unspecified) | 22 | 8 | 0.3 | -0.1
CCCCOC(=O)CSC1=C(C#N)C(c2ccccc2OC)C(C#N)C(=O)N1 (stereo unspecified) | 12 | -3 | 0.1 | 1.2
Cc1cccc(C(=O)Nc2sc3c(c2C(=O)N2CCCC2)CCCCC3)c1 | 12 | 2 | 0.3 | -0.3
CNCCCCOc1cccc(Oc2ccccc2)c1 | 34 | -2 | 0.1 | -0.5
CNc1ccc(C(=O)c2ccccc2C(=O)O)cc1[N+](=O)[O-] | 5 | 5 | 0.1 | -0.6
COc1ccc(NC(=O)C/C(C)=N/NC(=O)c2ccc(NC(C)=O)cc2)c(OC)c1 | -5 | -13 | 0.0 | -0.2
NC(=O)C1CCN(C(=O)c2ccc3c(=O)n(-c4ccccc4)c(SCC(=O)N4CCCC4)nc3c2)CC1 | 10 | 12 | 0.4 | 0.1
O=C(NC1CCCCC1)c1ccc2c(c1)C(=O)N(N1C(=O)c3ccccc3C1=O)C2=O | -2 | -3 | 0.1 | 3.5
COc1ccc(NC(=O)C23CCC(C)(C(=O)O2)C3(C)C)cc1 (stereo unspecified) | 8 | 3 | 0.0 | -0.2
COc1ccc(S(=O)(=O)Nc2ccc(C)c(S(=O)(=O)N(C)C)c2)cc1[N+](=O)[O-] | 6 | 2 | 0.2 | 1.5
O=C1OC(c2ccccc2Cl)=N/C1=C/c1cccc2ccccc12 | 0 | 3 | -0.2 | 0.2
O=C(NCc1cccc(C(F)(F)F)c1)c1cnc(NC2CCN(Cc3ccccc3)CC2)s1 | 10 | 16 | 0.2 | 0.0
CCN(CC)S(=O)(=O)c1ccc(C(=O)OCCN2C(=O)c3cccc4c(N5CCOCC5)ccc(c34)C2=O)cc1 | 7 | 4 | 0.0 | -1.5
COc1ccc2sc(/C=C(\C)SC)[n+](CCCS(=O)(=O)O)c2c1 | 8 | -1 | 0.1 | 1.7
CCOc1ccccc1CN1CCN(CC2CC2)CC1CCO (stereo unspecified) | 9 | 8 | 0.3 | -0.4
O=C(Cc1ccc(F)cc1)Nc1ccc2c(c1)N(C(=O)c1cccs1)CCC2 | 33 | 18 | -0.2 | -0.5
COc1ccc(NC(=O)CC2CCCCC2)cc1Cl | 4 | -80 | 0.0 | -1.5

A different layout for part of the listing above:
Sequence of screens – MITF primary	TEAD-YAP inh	FBW7 act	GPR151 ag
NC(=O)C1CCN(C(=O)c2ccc3c(=O)n(-c4ccccc4)c(SCC(=O)N4CCCC4)nc3c2)CC1
  10	12	0.4	0.1
COc1ccc(S(=O)(=O)Nc2ccc(C)c(S(=O)(=O)N(C)C)c2)cc1[N+](=O)[O-]
  6	2	0.2	1.5

Further entries.
molecule | MITF primary | TEAD-YAP inh | FBW7 act | GPR151 ag
O=C(Cn1cc2c(n1)CCCCC2)NCCCN1CCOCC1 | 19 | 7 | 1.2 | 0.2
Cc1nc(NC(=O)CSc2nnc(-c3ccoc3C)n2CC(C)C)sc1C | 2 | -2 | -0.1 | -0.2
COc1ccc(-n2c(SCCc3ccccc3)nc3c(c2=O)C2(CCCCC2)Cc2ccccc2-3)cc1 | 2 | -7 | -0.2 | -1.0
CCN(CC)CCSc1nc(O)c(C(C)C)c(=O)[nH]1 | 5 | 5 | -0.1 | 0.7
CCn1cnc2sc(C(=O)Nc3ccc(I)cc3)c(C)c2c1=O | 12 | -30 | -0.1 | -1.2
CC(=O)c1ccc(N2CCN(C(=O)c3ccc(Cn4c(=S)[nH]c5ccc(Br)cc5c4=O)cc3)CC2)cc1 | 2 | 0 | 0.0 | 0.5
CC1CCC2C(=O)N(c3cccc(C(=O)OCC(=O)c4ccc(Cl)cc4)c3)C(=O)C2C1 (stereo unspecified) | 0 | 6 | 0.1 | 0.6
COc1ccc(/C=N/NC(C)=O)cc1[N+](=O)[O-] | -4 | -2 | 0.1 | -0.1
COc1ccc(-c2c(NCc3ccccc3)oc3c2c(=O)n(C)c(=O)n3C)cc1OC | 3 | 1 | -0.5 | 0.0
CC1(C)C2([N+](=O)[O-])CN3CC1([N+](=O)[O-])CN(C2)C3c1cccc([N+](=O)[O-])c1 (stereo unspecified) | -11 | -2 | 0.0 | 0.2
Cc1occc1C(=O)N1CCN(S(=O)(=O)c2ccccc2)CC1 | 3 | 0 | -0.1 | -0.3
Cc1oc2cc(OCC(=O)O)ccc2c(=O)c1Oc1ccccc1 | 8 | 1 | 0.0 | 1.1
CC(CCC(=O)Nc1ccccc1C(=O)O)C(=O)O (stereo unspecified) | -2 | -6 | -0.1 | 0.6
O=C(C1CC12CCN(Cc1ccccn1)CC2)N1CCc2ccccc2C1 (stereo unspecified) | -5 | 1 | 0.3 | 0.8
Oc1ccc(Cl)cc1-c1cc(-c2ccc(C(F)(F)F)cc2)n[nH]1 | 4 | -9 | 0.0 | 3.9
Cc1cc2c(=O)n(NC(N)=O)c(C)nc2s1 | -4 | 11 | 1.1 | -1.0
COc1cc(NC(=O)/C(=C/c2ccc(C)o2)NC(=O)c2ccccc2)cc(OC)c1 | -10 | -9 | -0.1 | -1.1
O=C(Nc1ccc(F)cc1)c1cc(N2CCCCCC2)nc2ccccc12 | -2 | 6 | 0.0 | 1.4
Cc1ccc(C)c(C2=NN(c3nc(-c4cc(C)ccc4C)cs3)C(c3cccc([N+](=O)[O-])c3)C2)c1 (stereo unspecified) | -1 | -4 | 0.0 | 0.2
COc1cc(/C=c2\sc3nc4ccccc4n3c2=O)cc(Cl)c1OC | 17 | 1 | 0.2 | -0.1
COc1ccc(N(CC(=O)Nc2cc(C)ccc2C)S(=O)(=O)c2ccc(OC)c(OC)c2)cc1 | 1 | 4 | -0.1 | 0.6
CCOc1ccc(NC(=O)C2CCCN2S(=O)(=O)c2cccc3nsnc23)cc1 (stereo unspecified) | -1 | 1 | -0.3 | 0.4
CCC(=O)N1CCc2cc(S(=O)(=O)N3CCC(N4CCCCC4)CC3)ccc21 | -7 | 5 | 0.0 | 0.2
C[n+]1ccc(C(=O)Nc2ccccc2Cl)cc1 | -7 | 2 | 0.2 | -0.4
CCCS(=O)(=O)NCCc1cc2ccc(OC)cc2[nH]c1=O | 9 | -9 | 0.1 | 0.6
CCOc1ccccc1N(C)C(=O)c1cc(S(=O)(=O)N2CCc3ccccc32)ccc1F | 13 | 3 | 0.6 | -0.7
CC(=O)c1sc(NC(=O)CN2C(=O)CCC2=O)nc1C | 1 | -5 | -0.1 | 0.7
CCCCNC(=O)C1CC(=O)N(CCc2ccccc2)C1 (stereo unspecified) | 19 | -1 | 0.1 | 0.4
CNC(=O)CSc1nnc(-c2ccc([N+](=O)[O-])cc2)n1Cc1ccccc1 | 5 | -2 | -0.1 | -1.2
O=C1Nc2cc(Cl)ccc2C1(O)C(F)(F)F (stereo unspecified) | 13 | 2 | 0.2 | 1.2
COc1cccc(NC2=C(Cl)C(=O)N(c3ccccc3)C2=O)c1 | 15 | -6 | 0.0 | 0.2
